ANO1 activ: TMEM16A chloride channel activators or potentiators, primary screen, cell-based, HTS | HEK293 TMEM16A/YFP-H148Q/I152L, iodide quench fluorescence; active compounds read low | AID 623877, 2012 | actives 0.3% (n = 340,000) | B-score at 10 µM;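 active = fluorescence-ratio B-score plate-corrected deviation score at least 3 library SD below zero, with starting fluorescence score within 5 deviations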;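 also: channel opened by trigger with iodide after compound preincubation; score built on the fluorescence ratio of max minus min over baseline; more negative score means more quench and so TMEM16A activation or potentiation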
KCNQ1 act: potentiators or activators of KCNQ1 channel, primary screen, cell-based, thallium flux, high-throughput | Potassium voltage-gated channel subfamily KQT member 1 (Homo sapiens), P51787 | CHO-K1 KCNQ1, thallium flux FluxOR fluorescence; active compounds read high | B-score at 10 µM | actives 0.35% (n = 310,000);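 active = fluorescence ratio B-score, a plate-corrected score, at least three library SD, with initial intensity B-score within 5 SD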
Target sequence (P51787 whole entry, looked up): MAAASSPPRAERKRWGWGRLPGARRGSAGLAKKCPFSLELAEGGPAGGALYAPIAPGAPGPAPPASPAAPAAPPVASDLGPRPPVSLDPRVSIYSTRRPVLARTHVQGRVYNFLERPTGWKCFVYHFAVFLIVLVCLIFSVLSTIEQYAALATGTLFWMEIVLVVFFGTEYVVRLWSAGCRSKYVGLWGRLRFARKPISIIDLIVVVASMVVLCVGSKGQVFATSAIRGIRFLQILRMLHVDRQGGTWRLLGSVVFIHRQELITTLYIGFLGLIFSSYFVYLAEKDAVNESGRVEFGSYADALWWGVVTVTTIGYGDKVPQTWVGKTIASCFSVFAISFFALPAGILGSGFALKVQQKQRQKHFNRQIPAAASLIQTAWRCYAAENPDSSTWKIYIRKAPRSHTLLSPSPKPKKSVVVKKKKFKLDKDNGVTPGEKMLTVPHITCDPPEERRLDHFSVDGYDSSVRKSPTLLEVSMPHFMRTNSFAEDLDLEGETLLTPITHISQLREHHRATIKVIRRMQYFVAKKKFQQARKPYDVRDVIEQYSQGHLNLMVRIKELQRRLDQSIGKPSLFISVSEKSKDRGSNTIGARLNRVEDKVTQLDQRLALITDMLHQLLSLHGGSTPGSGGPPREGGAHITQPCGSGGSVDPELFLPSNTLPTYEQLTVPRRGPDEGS
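Assay system: CHO-K1 cells stably expressing KCNQ1. Medium: assay buffer for compound exposure, DMSO matched across wells. Timing: 37 °C overnight plating, 90-min dark dye load, 20-min compound pretreatment. Signal: kinetic FluxOR fluorescence, 10 s baseline plus 110 s post-stimulus.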
ANO1 block: TMEM16A chloride channel inhibitors, primary screen, cell-based, HTS; HEK293 TMEM16A/YFP iodide influx fluorescence, ionomycin; actives 1.2% (n = 310,000); Anoctamin-1 (Mus musculus), Q8BHY3; normalized B-score (activity score, 25-100; higher = stronger inhibition) at 10 µM;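 active = ratio plate-corrected score three or more library SD toward inhibition, starting fluorescence score within five deviations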;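 also: score derived from kinetic fluorescence span divided by baseline fluorescence per well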
MrgX1 agonist: agonists of human MrgX1 receptor, primary screen, HEK293 cells, Fluo-4 calcium flux; Mas-related G-protein coupled receptor member X1 (Homo sapiens), Q96LB2; AID 588627, 2011; B-score at 10 µM; Fluo-4 calcium fluorescence, agonist mode; active compounds read high; actives 0.44% (n = 310,000);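 active = calcium response B-score plate-corrected fluorescence ratio at least 3 library SD, with starting fluorescence B-score inside 5 SD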
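Material: MrgX1-expressing HEK293 cells / Dosing: compound as first of three additions / Incubation: overnight seeding, then 1 h dark dye loading / Signal: Fluo-4 NW calcium fluorescence / Evaluation: B-scored fluorescence response ratio / Benchmarks: positive and negative control wells on each plate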
KCNK9 inh: KCNK9 potassium channel inhibitors, primary screen, HEK293 cells, thallium flux | Potassium channel subfamily K member 9 (Homo sapiens), Q9NPC2 | B-score at 10 µM | FluxOR thallium flux fluorescence; active compounds read low | actives 1.2% (n = 310,000);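 active = ratio B-score over 3 SD below the library mean, with starting fluorescence within 5 SD of its mean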;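 also: negative B-score means less thallium flux so channel inhibition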
hERG rescue: hERG rescue from dofetilide block, primary screen, cell-based, CHO-hERG, FluxOR thallium flux, dofetilide IC70. AID 1511, 2009. activation (rescue from dofetilide block), less the hit threshold, % at 10 µM. actives 0.51% (n = 310,000). dofetilide IC70 present;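 active = activation above the mean of controls blocked by dofetilide plus 5 SD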;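 also: thallium influx through hERG after potassium depolarization seen as dye fluorescence rise; in these data hits start at about 4.7%; inactives centre near -7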
MrgX1 PAM: positive allosteric modulators of MrgX1, primary screen, HEK293 cells, Fluo-4 calcium flux; actives 0.63% (n = 310,000); FDSS; active compounds read high; Mas-related G-protein coupled receptor member X1 (Homo sapiens), Q96LB2; B-score at 10 µM;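 active = plate-corrected calcium response at least 3 library SD above typical, normal starting fluorescence, not activating the receptor alone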;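 also: compound read alongside a low EC10 to EC30 dose of BAM8-22 agonist; peak minus trough fluorescence over baseline measured at the second addition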
RGS4 inh: RGS4 inhibitors, primary screen, cell-based, HEK293 M3R inducible RGS4, calcium flux | Regulator of G-protein signaling 4 (Homo sapiens), P49798 | Fluo-4 calcium flux; active compounds read high; triggered by carbachol at its EC20 | B-score at 10 µM | actives 0.45% (n = 310,000) | AID 463165, 2010;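 active = B-score, a plate-corrected calcium signal, over three deviations above library mean, with baseline fluorescence within five deviations of library mean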;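 also: RGS4 expression induced by doxycycline in cells with stable M3 receptor; B-score is computed from the integrated fluorescence ratio over baseline after carbachol; higher B-score means a larger calcium signal and so more RGS4 inhibition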
RGS4 pot: RGS4 potentiators or activators, primary screen, cell-based, HEK293 M3R inducible RGS4, calcium flux | actives 0.92% (n = 310,000) | carbachol calcium flux Fluo4; active compounds read low | B-score at 10 µM | AID 463111, 2010;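 active = B-score of the integrated calcium signal more than 4 SD below the library mean, with starting fluorescence not abnormally high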;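 also: negative B-score means reduced calcium response which marks RGS4 activation or potentiation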
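test system = M3R-expressing HEK293 line, RGS4 induced by doxycycline | probe or stimulus = carbachol at ECmax as muscarinic agonist stimulus | timing = dye loading 30 min 37 °C, buffer rest 30 min RT | signal = calcium dye Fluo4 fluorescence | evaluation = B score from integrated fluorescence ratio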
KCNK3 inh: human KCNK3 channel inhibitors, primary screen, CHO cells, FluxOR thallium flux, B-score. B-score at 10 µM. AID 602410, 2012. Potassium channel subfamily K member 3 (Homo sapiens), O14649. actives 0.84% (n = 340,000). FluxOR fluorescence; active compounds read low;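 active = B-score under library mean minus 4 SD, starting fluorescence ratio at most library mean plus 5 SD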;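 also: more negative B-score means stronger inhibition of thallium flux through KCNK3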
Target sequence (O14649 whole entry, looked up): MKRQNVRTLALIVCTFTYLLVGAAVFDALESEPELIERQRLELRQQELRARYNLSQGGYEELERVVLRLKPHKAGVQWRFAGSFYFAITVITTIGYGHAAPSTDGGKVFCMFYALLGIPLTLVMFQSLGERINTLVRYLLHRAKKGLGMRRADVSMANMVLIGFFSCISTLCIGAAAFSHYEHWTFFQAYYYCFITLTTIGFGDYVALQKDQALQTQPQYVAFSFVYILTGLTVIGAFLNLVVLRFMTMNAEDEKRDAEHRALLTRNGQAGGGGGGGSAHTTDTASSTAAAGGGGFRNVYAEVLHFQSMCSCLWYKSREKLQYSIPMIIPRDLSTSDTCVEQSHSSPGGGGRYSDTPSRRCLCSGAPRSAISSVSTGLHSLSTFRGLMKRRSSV
KCNQ1 inh: inhibitors of human KCNQ1 channel, primary screen, cell-based, thallium flux, high-throughput; Potassium voltage-gated channel subfamily KQT member 1 (Homo sapiens), P51787; CHO-K1 KCNQ1, FluxOR thallium flux fluorescence; active compounds read high; B-score at 10 µM; actives 1.3% (n = 310,000); AID 2642, 2010;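 active = compounds whose thallium flux B-score, printed positive for inhibition, exceeds three library SD while starting fluorescence stays within three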;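 also: channel opened by potassium depolarization with thallium stimulus after 20 min compound exposure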
Numbers without * were called inactive; i = inactive; nt = no result given.

Under each structure: MrgX1 agonist	ANO1 activ	ANO1 block	RGS4 inh	KCNK9 inh	KCNQ1 inh	hERG rescue	RGS4 pot	MrgX1 PAM	KCNQ1 act	KCNK3 inh
- O=S(=O)(NCC(c1ccco1)N1CCc2ccccc2C1)c1ccc(F)cc1 (centres undefined)
→ i	i	25*	i	i	i	-11.5	i	i	i	i
- COCc1cc(Sc2ccc(OC)cc2)nc(-c2ccccc2)n1
→ i	i	i	i	i	i	-2.4	i	i	i	i
- O=C(Nc1nc(-c2ccccn2)cs1)C1CCCC1
→ i	i	i	i	i	i	-5.9	i	i	i	i
- COc1ccc(C(=O)NNC(=O)c2ccccc2[N+](=O)[O-])cc1Br
→ i	i	i	i	i	i	-7.6	i	i	i	i
- Cc1nc2n[nH]c(N)c2c2c1COC(C)(C)C2
→ i	i	i	i	i	i	-5.3	i	i	i	i
- COc1ccc(Cl)c2sc(N3CCN(C(=O)C4=COCCO4)CC3)nc12
→ i	i	i	i	i	i	-11.5	i	i	i	i
- Cn1c(CO)cnc1SCc1ccc([N+](=O)[O-])cc1
→ i	i	i	i	i	i	-10.0	i	i	i	i
- NC(=O)NC(=O)COC(=O)c1sc2ccccc2c1Cl
→ i	i	i	i	i	i	-5.6	i	i	i	i
- OCCC1CN(Cc2ccc3cc(Cl)ccc3n2)CCN1Cc1ccsc1 (centres undefined)
→ i	i	i	i	i	i	-12.2	i	i	i	i
- Cc1cc(C)cc(N(CC(=O)Nc2cccc(C)c2C)S(=O)(=O)c2c(C)[nH]c(=O)[nH]c2=O)c1
→ i	i	i	i	i	i	-10.2	i	i	i	i
- CCc1ccccc1NC(=O)c1ccc(F)c(S(=O)(=O)N2CCC(C(N)=O)CC2)c1
→ i	i	i	i	i	i	-6.9	i	i	i	i
- O=C(/C=N/O)NCCCN1CCCCCC1
→ i	i	i	i	i	i	-13.4	i	i	i	i
- COCCN(C(=O)c1ccccc1)c1nc(-c2ccc(OC)cc2)cs1
→ i	i	i	i	i	i	-6.6	i	i	i	i
- C[N+]1(CCOC(=O)C2(c3ccccc3)CCCC2)CCCCC1
→ i	i	i	i	i	i	-8.8	-7.47*	i	i	i
- COCc1[nH][nH]c(=O)c1C=Nc1ccc(F)cc1F
→ i	i	i	i	i	i	-5.0	i	i	i	i
- Cc1ccc(C)c(COC(=O)c2cc([N+](=O)[O-])ccc2N2CCOCC2)c1
→ i	i	i	i	i	i	-10.2	i	i	i	i
- O=C1Cc2ccccc2N1c1ccccc1
→ i	i	i	i	i	i	0.4	i	i	i	i
- Cc1nc2c(C)c(C)c(C)c(C)c2nc1C
→ i	i	i	i	i	i	-4.9	i	i	i	i
- O=C(O)c1c(Cl)c(Cl)c(Cl)c(Cl)c1C(=O)N1CCCCCC1
→ i	i	i	i	i	i	-9.2	i	i	i	i
- Cc1ccc(C(=O)NC(NCC2CCCO2)C(Cl)(Cl)Cl)cc1 (centres undefined)
→ i	i	i	i	i	i	-4.8	i	i	i	i
- Cc1nc2ccccc2c2oc(C(=O)NC3CC3)cc12
→ i	i	i	i	i	i	-12.6	i	i	i	i
- Cc1ccccc1N(C(=O)c1ccccn1)C(C(=O)NCc1ccccc1)c1ccncc1 (centres undefined)
→ i	i	i	i	i	i	-8.5	i	i	i	i
- O=C(NCC(=O)N1CCN(c2ccccc2O)CC1)c1ccco1
→ i	i	i	i	i	i	-5.6	i	i	i	i
- Cc1ccc(NC(=O)c2ccc3nc[nH]c3c2)cc1C
→ i	i	i	i	i	i	-9.4	i	i	i	i
- CCOC(=O)c1oc2ccccc2c1NC(=O)CN1CCN(C)CC1
→ i	i	i	i	i	i	-7.7	i	i	i	i
- CN(C(=O)CSc1nnc(NCc2ccccc2)s1)C1CCS(=O)(=O)C1 (centres undefined)
→ i	i	i	i	i	i	-20.4	i	i	i	i
- CCCCn1c(N)c(N(CCC(C)C)C(=O)C2CCCN(C(=O)c3ccc(Cl)cc3)C2)c(=O)[nH]c1=O (centres undefined)
→ i	i	i	i	i	i	-12.1	i	i	i	i
- Cc1ccccc1OCc1nnc(SCC(=O)NCc2ccccc2)n1C
→ i	i	i	i	i	i	-6.9	i	i	i	i
- COc1cc(N)c(Br)cc1C(=O)O
→ i	i	i	i	i	i	-6.2	i	i	i	i
- Cc1cc2n(n1)C(c1ccc(N(C)C)cc1)Nc1ccccc1-2 (centres undefined)
→ i	i	i	i	i	i	-11.8	i	i	i	i

(more compounds)
Under each structure: MrgX1 agonist	ANO1 activ	ANO1 block	RGS4 inh	KCNK9 inh	KCNQ1 inh	hERG rescue	RGS4 pot	MrgX1 PAM	KCNQ1 act	KCNK3 inh
- O=C1CC(CCC(=O)NC2CC2)c2ccccc2N1 (centres undefined)
→ i	i	i	i	i	i	-13.3	i	i	i	i
- CN(C)C1=NC(=O)/C(=C\c2ccccc2)S1
→ i	i	i	i	i	i	-14.4	i	i	i	i
- Cc1cccc(C)c1NC(=O)N1CC=C(n2c(=O)[nH]c3ccccc32)CC1
→ i	i	i	i	i	i	-6.2	i	i	i	i
- N#Cc1c(-c2ccccc2)nc2n1CCS2
→ i	i	i	i	i	i	-16.8	i	i	i	i
- Cc1ccc(-c2nnn3c2nc(NCCc2ccc(S(N)(=O)=O)cc2)c2ccccc23)cc1
→ i	i	i	i	i	i	-2.9	i	i	i	i
- C/C(=N/N=C/c1ccccc1O)c1ccccc1O
→ i	i	i	i	i	i	-0.1	i	i	i	i
- CCC(Sc1nc(N)c(NC(=O)c2ccc(OC)cc2)c(=O)[nH]1)C(=O)O (centres undefined)
→ i	i	i	i	i	i	-13.9	i	i	i	i
- COc1ccccc1CCNC(=O)c1ccoc1C
→ i	i	i	i	i	i	-4.6	i	i	i	i
- O=c1[nH]c(CN(CCc2ccccc2)S(=O)(=O)c2ccc(Cl)cc2)nc2ccccc12
→ i	i	i	i	i	i	-2.5	i	i	i	i
- COc1ccc2cc(C(N)=O)c(=Nc3ccccc3)oc2c1
→ i	i	i	i	i	i	-11.4	i	i	i	i
- O=C(C1CC1)N1CCC(Oc2cccc(C(=O)N3CCCCC3CCO)c2)CC1 (centres undefined)
→ i	i	i	i	i	i	-8.6	i	i	i	i
- COc1ccc(CCNc2oc(-c3ccco3)nc2C#N)cc1
→ i	i	i	i	i	i	-1.2	i	i	i	i
- O=C(CNC(=O)c1ccco1)OCc1ccc(Br)cc1
→ i	i	i	i	i	i	-9.1	i	i	i	i
- Cc1ccc(S(=O)(=O)NCCS(=O)(=O)N2CCN(c3ccccc3)CC2)cc1
→ i	i	i	i	i	i	-9.0	i	i	i	i
- CC(=O)N1CCN(c2ccc(N=Cc3c(O)n(Cc4ccccc4)c(=O)[nH]c3=O)cc2)CC1
→ nt	i	nt	i	i	i	-5.0	i	nt	i	i
- Cc1ccc(NC(=S)N2CCN(S(C)(=O)=O)CC2)cc1
→ i	i	i	i	i	i	-8.4	i	i	i	i
- Cc1c(C(=O)N2CCCCC2)c(S(=O)(=O)Nc2ccc(F)cc2F)c(C)n1C
→ i	i	i	i	i	i	-11.2	i	i	i	i
- CC1=C(C(=O)Nc2ccc(F)cc2)C(c2ccc(C)o2)C2=C(CC(C)(C)CC2=O)N1 (centres undefined)
→ i	i	i	i	i	i	-7.5	i	i	i	i
- CCOC(=O)c1c(C(=O)OCC)c(C)n(CCc2ccc(OC)c(OC)c2)c1C
→ i	i	i	i	i	i	-3.0	i	i	i	i
- CC(C)Sc1cc(N2CCOCC2)nc(-c2ccc(Cl)cc2)n1
→ i	i	i	5.23*	i	i	-8.8	i	i	i	i
- COc1ccc(CCCc2n[nH]c(=S)n2C)cc1C
→ i	i	i	i	i	i	4.3	i	i	i	i
- COc1ccc(C2CCN(Cc3cccnc3)CC2O)cc1 (centres undefined)
→ i	i	i	i	i	i	-9.4	i	i	i	i
- COc1ccc(N2C(=O)CSCC2=O)cc1OC
→ i	i	i	i	i	i	-6.0	i	i	i	i
- COc1cccc(CN(C)C(=O)CNC(=O)c2ccc(-c3ccccc3)cc2)c1OC
→ i	i	100*	i	i	i	-10.0	i	i	i	i
- CCOC(=O)c1nc2cc3n(c(C)c-2c1C)C(C)C(C)=C3C (centres undefined)
→ i	i	i	i	i	i	-7.3	i	i	i	i
- CCc1ccccc1NC(=S)N(Cc1cccnc1)Cc1ccco1
→ i	i	i	i	i	i	-3.4	i	i	i	i
- COc1cccc(C(=O)NC(=S)N2CCN(c3ccc(C(F)(F)F)cc3[N+](=O)[O-])CC2)c1
→ i	i	i	i	i	i	2.5	i	i	i	i
- Cc1cc(C)cc(NC(=O)c2cccc3c2C(=O)N(C2CCCCC2)C3)c1
→ i	i	i	i	i	i	-6.8	i	i	i	-9.34*
- CCOc1ccc(N2C(=O)S/C(=C\c3ccc(O)c(OC)c3)C2=O)cc1
→ i	i	i	i	i	i	-6.5	i	i	i	i
- Cc1ccc(NC(=O)c2ccnc(C(C)(C)C)c2)cc1
→ i	i	i	i	i	i	-7.2	i	i	i	i
- CCOC(=O)c1csc(NC(=O)CN2CCOCC2)n1
→ i	i	i	i	i	i	-1.1	i	i	i	i
- O=C(c1cccc(C(F)(F)F)c1)C1CCCN(Cc2cccc(OCCO)c2)C1 (centres undefined)
→ i	i	i	i	i	i	-3.8	-7.05*	i	i	i

Screening results as filed in PubChem BioAssay.
